Assay outcomes as filed in PubChem.
MEKK2mut PB1 HTS – MEK5 binding signal on mutant MEKK2 PB1, primary screen, biochemical, multiplex bead flow cytometry, Alexa488-MEK5; percent response, % at 10 µM; AID 1530, 2009; Alexa488-MEK5 binding to MEKK2 mutant; hit rate 0.35% among 290,000; in the data active means percent response above about 24%, passing the limit was not always enough; further: inactives centre near 1; some results filed as inactive read as strong as hits
PfM18AAP inh – PfM18AAP inhibitors, malaria aminopeptidase, primary screen, biochemical, QFRET, recombinant enzyme; hit rate 1.2% among 290,000; M18 aspartyl aminopeptidase (Plasmodium falciparum 3D7); H-Glu-NHMec fluorogenic cleavage; inhibition, % at 7.35 µM;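 active means inhibition above the campaign mean inhibition over all tested compounds plus 3 SD, cut at about 28% in these data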;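 further: 0% = plate median of test compound wells and 100% = 2 mM ZnCl2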
NALP1 yeast inh – NALP1 inflammasome inhibitors in reconstituted yeast, colorimetric, S. cerevisiae, triplicate retest; inhibition, % at 10 µM; S. cerevisiae NALP1/ASC/caspase-1 growth, X-gal OD620, 72 h; hit rate 0.61% among 280,000; in the data active means inhibition mostly above about 24%, no sharp cut-off; inactive means mostly below about 32%; further: some compounds called inactive have numbers as strong as hits
NS3 helicase inh – inhibitors of HCV NS3 helicase, primary screen, biochemical, Cy5 molecular beacon fluorescence; NS3 helicase DNA unwinding; hit rate 0.56% among 290,000; inhibition, % at 10.9 µM; Hepatitis C virus NS3 helicase; AID 1800, 2009;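 active means inhibition above the mean of all tested compounds plus 3 SD, set per campaign, cut at about 35% in these data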;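 further: 0% = DMSO wells and 100% = thioflavine S control wells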
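System: Hepatitis C virus NS3 helicase domain fragment enzyme | Reagent: Annealed dual-labelled DNA beacon duplex, ATP-started | Compound dosing: 10.9 µM single point, 0.8% DMSO | Incubation: 1 h reaction at 25 °C, ATP-initiated | Technique: Cy5 fluorescence | Evaluation: Percent inhibition from t60/t0 fluorescence ratio | Benchmarks: Low DMSO, high thioflavine S at 110 µM | Replication: Singlicate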
FID counter – compounds displacing fluorescent DNA intercalator, primary screen, artefact control for HCV NS3 helicase inhibitor project, biochemical, FID fluorescence | inhibition, % at 7.9 µM | DNA fluorescent intercalator displacement | hit rate 0.17% among 290,000; in the data active means inhibition above about 37%;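 further: 0% = vehicle and 100% = reference compound; higher means more ethidium bromide displaced from hairpin DNA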
IMP-1 inh – IMP-1 metallo-beta-lactamase inhibitors, primary screen, biochemical, epi-absorbance readout, Pseudomonas aeruginosa enzyme; inhibition, % at 5.6 µM; hit rate 0.45% among 290,000; AID 1556, 2009; metallo-beta-lactamase IMP-1 (Pseudomonas aeruginosa); purified IMP-1, nitrocefin hydrolysis, epi-absorbance fluorescence;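 active means inhibition above the mean plus 3 SD of all compounds in the same screening run, cut at about 4.5% in these data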;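 further: 0% = IMP-1 with DMSO and 100% = DMSO wells lacking enzyme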
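System: purified IMP-1 / Input: IMP-1 dispensed at 0.2 nM / Medium: 50 mM HEPES pH 7.1, 50 µM ZnSO4, 0.05% Brij 35 / Timing: 15 min enzyme–compound preincubation, then 25 min nitrocefin reaction, 25 °C / Technique: plate fluorescence quenching by hydrolysis product, ex 480/em 530 nm / Repeats: singlicate testing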
MEKK2 WT-MEK5 – modulators of MEK5 binding to wildtype MEKK2, primary screen, biochemical, multiplex bead flow cytometry, Alexa488-MEK5. Mitogen-activated protein kinase kinase kinase 2 (Homo sapiens), Q9Y2U5. Alexa488-MEK5 binding to MEKK2 WT; actives lie on both sides. binding response (% of control), % at 10 µM. hit rate 1.1% among 290,000; in the data active means binding response below about 67% or above about 130%
SUMO HTRF inh – inhibitors of in vitro SUMOylation cascade, primary screen, biochemical, HTRF, uHTS; SUMO-conjugating enzyme UBC9 (Homo sapiens), P63279; HTRF SUMOylation assay, SAE1/SAE2 + UBC9; inhibition, % at 35 µM; hit rate 0.36% among 290,000; in the data active means inhibition above about 50%, passing the limit was not always enough; further: strong numbers were not always called active
Target sequence (P63279 whole entry, looked up): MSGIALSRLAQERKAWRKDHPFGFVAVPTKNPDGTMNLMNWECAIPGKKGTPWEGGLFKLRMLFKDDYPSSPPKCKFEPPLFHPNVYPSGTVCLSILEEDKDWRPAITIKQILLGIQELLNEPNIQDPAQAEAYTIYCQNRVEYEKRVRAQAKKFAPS
VIM-2 inh – VIM-2 metallo-beta-lactamase inhibitors, primary screen, biochemical, epi-absorbance readout, Pseudomonas aeruginosa enzyme; purified VIM-2, nitrocefin hydrolysis, epi-absorbance fluorescence; inhibition, % at 5.6 µM; hit rate 0.89% among 290,000;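 active means inhibition above the mean of all tested compounds plus 3 SD, cutoff set per screening run, cut at about 7.5% in these data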;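 further: red hydrolysis product quenches plate fluorescence so inhibitors raise well fluorescence; 0% = enzyme with DMSO and 100% = DMSO without enzyme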
Active calls of the source: *; · = not tested or not shown.

The opening 2 records as a preview:
SMILES	MEKK2mut PB1 HTS	PfM18AAP inh	NALP1 yeast inh	NS3 helicase inh	FID counter	IMP-1 inh	MEKK2 WT-MEK5	SUMO HTRF inh	VIM-2 inh
CC1CCc2c(sc3ncn(CC(=O)N4CCCCC4)c(=O)c23)C1 (centres undefined)	-1	-5	-3	-4	-9	-4.3	106	13	-1.9
Cc1c(CC(=O)NCC(=O)NCC(=O)O)c(=O)oc2cc3c(cc12)CCC(C)(C)O3	2	-12	24	-17	-21	-1.6	104	26	0.0

The listing (from the top)
SMILES	MEKK2mut PB1 HTS	PfM18AAP inh	NALP1 yeast inh	NS3 helicase inh	FID counter	IMP-1 inh	MEKK2 WT-MEK5	SUMO HTRF inh	VIM-2 inh
CC1CCc2c(sc3ncn(CC(=O)N4CCCCC4)c(=O)c23)C1 (centres undefined)	-1	-5	-3	-4	-9	-4.3	106	13	-1.9
Cc1c(CC(=O)NCC(=O)NCC(=O)O)c(=O)oc2cc3c(cc12)CCC(C)(C)O3	2	-12	24	-17	-21	-1.6	104	26	0.0
O=C(Nc1ccc(N2CCCC2=O)cc1)c1cccc(F)c1	4	-11	17	-10	0	-1.1	98	28	0.4
O=C(NC1CCCCC1)c1cc(-c2ccccc2O)on1	-8	0	20	-9	-6	-0.5	95	2	0.3
CCCn1nnnc1NCc1ccccc1Cl	13	-3	1	2	-3	-0.1	110	12	0.0
COc1cc(C(=O)N/N=C(\C)c2ccc(NC(=O)Cc3ccccc3)cc2)ccc1O	2	4	14	4	-21	-1.1	102	5	-1.4
COC(=O)c1ccc(C(=O)OC)c(NC(=S)N2CCC(C)CC2)c1	-2	0	14	-3	-11	-1.8	99	22	-0.5
CCN=C1S/C(=C/c2ccc(-c3ccc(Cl)cc3C(=O)O)o2)C(=O)N1CC	0	-5	5	16	-2	2.3	101	28	13*
Cc1cc2oc(=O)cc(CN3CCc4ccccc43)c2cc1Cl	0	8	9	3	-1	-3.3	97	9	-2.6
CCc1nc2oc3ccccc3c(=O)c2c(=O)n1-c1ccccc1	-3	-6	7	1	-3	-3.2	97	6	-1.9
CCC/C(C)=N/NC(=O)c1ccccc1O	1	12	23	5	1	-4.8	103	7	-3.3
O=C(c1cnn(-c2ccccc2)c1)c1ccccc1O	10	4	28	2	-3	-0.2	94	13	-3.5
COc1ccc(NC(=O)Cn2nnc(-c3ccccc3NC(=O)C3CC3)n2)cc1	6	-1	8	7	-3	-1.6	101	18	2.5
CC(CCc1ccco1)NC(=O)CSc1cc(=O)n(C)c2ccccc12 (centres undefined)	6	6	4	4	-19	-3.3	110	-6	0.2
CC[N+]1(C)CCC(=C2c3ccccc3CC(=O)c3sccc32)CC1 (centres undefined)	3	0	-8	-8	4	-3.0	108	28	-0.4
Cc1nnc(SCC(=O)Nc2nsc(-c3ccc(Cl)cc3)n2)s1	3	4	0	7	-7	-4.1	100	11	-0.6
CC(c1ccc(Cl)cc1)n1c(-c2ccc3ccccc3n2)n[nH]c1=S (centres undefined)	-11	-1	-1	0	-34	-3.7	82	-7	-5.8
COc1ccccc1CNC(=O)C1CCC(CNS(=O)(=O)c2ccccc2)CC1 (centres undefined)	2	-1	14	-17	-29	-1.8	105	2	-1.1
COc1ccc(N2C(=O)CC(c3ccc(OC(C)C)cc3)C2=O)cc1 (centres undefined)	-3	·	-6	·	·	·	99	2	·
CCOC(=O)CSC1=C(C#N)C(c2ccccc2F)C(C(C)=O)=C(C)N1 (centres undefined)	0	23	11	-9	-19	-4.7	102	32	-3.0
COc1ccc(CCNC(=O)Cc2c(Cl)cccc2Cl)cc1	-1	2	-8	10	-11	-2.4	98	-1	-3.8
O=C(CSc1nc2ccccc2s1)N1c2ccccc2Sc2ccc(C(F)(F)F)cc21	1	0	26	19	-10	-4.3	100	-6	-3.9
COc1ccc(C(=O)O)cc1NCc1cccnc1	-1	4	14	13	-1	-0.4	102	-3	1.0
S=C(Nc1cccc(Cl)c1)NC1CC2CCCC(C1)N2C1CCCC1 (centres undefined)	1	5	13	-22	9	-2.8	125	7	-4.9
Cc1cccc(-n2c(Cc3cc(=O)[nH]c(=O)[nH]3)nnc2SCC(=O)Nc2cccc(C(F)(F)F)c2)c1	-8	2	14	8	-43	-4.3	86	8	-5.1
O=C(CSc1nncs1)Nc1ccc2c(c1)OCO2	-4	-4	-15	2	-5	-0.8	95	4	0.7
CCCn1c(=S)[nH]c2cc(C(=O)N(CCO)Cc3ccccc3)ccc2c1=O	0	-4	-30	-9	-41	-4.5	98	-2	-4.6
O=C(NC1CCCCC1)N1CCSC1=Nc1ccccc1	-1	1	3	-3	-15	-1.4	96	22	-2.8
NS(=O)(=O)c1ccc(CCNc2ccc(C(F)(F)F)cn2)cc1	-3	-2	-18	-7	-7	1.0	97	8	-1.5
CCOC(=O)c1c(NC(=O)CSc2nnc(C)c(=O)[nH]2)sc2c1CCCC2	1	6	4	11	-53	-4.8	93	26	-3.1
CCc1ccc(OCCNC(=O)c2ccccc2SCc2ccccc2)cc1	·	-8	-13	-9	-25	0.6	·	-30	0.9
C=CCn1c(O)c(C2=c3ccccc3=NC2=O)s/c1=N/c1nccs1	·	14	14	34	1	-2.0	·	11	0.4
CC/C(=N\NC(=O)CSc1ncccn1)c1ccc2c(c1)OCCO2	-2	7	34	3	-6	-3.2	94	-4	-2.0
Cn1c2ccccc2c2c(C(=O)NCC3CCCO3)cn(C3CCCC3)c(=O)c21 (centres undefined)	0	4	-4	-1	-10	-2.7	97	32	-3.4
CC1CCCN(C(=O)C23CCC(C)(C(=O)C2)C3(C)C)C1 (centres undefined)	-4	-11	4	1	-4	-4.7	96	15	-2.4
O=C(CN1CCN(Cc2ccc(F)cc2Cl)C1=O)NCCc1ccc(Cl)cc1	0	5	9	0	-26	-2.7	103	-4	0.2
COc1ccccc1-c1cc(C(=O)Nc2ccccc2SC)no1	8	-14	14	-8	1	-2.4	106	39	-2.5
Cc1ccccc1NC(=O)c1ccco1	0	11	12	3	-3	-2.2	104	-14	-0.8
Cc1cccc(NC(=O)CC2C(=O)NCCN2C(=O)Nc2ccc(Cl)cc2)c1 (centres undefined)	-4	0	7	-36	-13	-0.4	102	-9	0.0
Cc1ccnc(N=Cc2c(O)ccc3oc4c(c23)CCCC4)c1	1	7	15	0	6	-1.8	100	27	-2.7
CCOC(=O)C1(CCOc2ccccc2)CCN(C(=O)c2cncs2)CC1	-6	-1	-11	-1	-22	0.8	90	-4	0.5
N#CCCN/N=C(/Cc1nc2ccccc2[nH]1)c1ccc(Cl)cc1	-7	4	-14	5	1	-3.7	74	7	-2.4
COc1cc(CCNc2ccc3nnc(-c4ccccc4)n3n2)cc(OC)c1OC	8	-5	9	2	-43	-2.5	101	-1	19*
CCN1CCN(CCCNC(=O)c2cc3c(=O)[nH]c4ccccc4c3s2)CC1	2	-5	9	-6	15	-3.8	105	13	7.0
CN(c1ccc(OCC(=O)N2CCOCC2)cc1)S(=O)(=O)c1ccc(Cl)cc1	-9	4	14	-8	-44	-0.2	96	8	2.3
O=C(/C=C/c1ccco1)NC(=S)Nc1cccc(-c2nc3ccccc3s2)c1	3	1	·	23	-8	-1.8	91	·	-2.0
O=C(NCc1cccs1)c1ccc(S(=O)(=O)N2CCCCC2)cc1	-3	2	27	-1	-4	-2.7	103	1	-2.1
COc1cccc(/C=C2\N=C3CCCCCN3C2=O)c1	0	2	5	3	-7	-4.4	100	22	-2.3
Cc1ccccc1C(=O)Nc1cccc(NC(=O)c2ccc(-c3ccc(Br)cc3)o2)c1	·	-7	13	2	2	-1.9	·	26	-2.9
CCCCCCc1nnc(N)s1	5	-7	16	1	-4	-4.0	101	3	-2.2

(cont.)
SMILES	MEKK2mut PB1 HTS	PfM18AAP inh	NALP1 yeast inh	NS3 helicase inh	FID counter	IMP-1 inh	MEKK2 WT-MEK5	SUMO HTRF inh	VIM-2 inh
O=C1c2ccccc2C(=O)N1CC(=O)N1c2ccccc2Sc2ccc(C(F)(F)F)cc21	7	-2	-4	-16	4	-2.9	104	-9	0.2
CCCCN(CC(=O)NC1CCCC1)C(=O)C(=O)Nc1ccc2c(c1)OCCO2	4	-6	0	-4	-35	-3.2	102	2	-3.1
COc1ccc(C(=S)N2CCN(C)CC2)cc1Br	-4	-19	14	-10	6	1.2	89	4	1.1
C=CCNc1nc(C)c(CNc2c(C)cc(C)cc2C)nc1C#N	6	7	23	-5	-23	-3.5	114	0	0.9
C=C(C)[C@@H]1CC=C(CN2CCC(CCOC)(C(=O)OCC)CC2)CC1	-14	7	24	3	-1	-3.9	92	23	-4.8
O=C(O)CSc1nnc(-c2ccc3c(c2)OCO3)o1	7	2	3	0	2	-3.3	107	25	-2.6
CCCCOC(=O)Nc1ccc(N2CCCCC2)cc1	-1	1	5	-2	-11	0.1	97	-16	-2.4
COC(=O)c1cc2c(cc1Cl)N1CCCCCC1=NS2(=O)=O	-2	2	-11	1	-6	-3.4	98	12	-2.7
Cc1ccc(OCC(=O)Nc2ccc(F)cc2)cc1C	5	-1	-14	6	-8	-3.2	100	1	-1.7
COc1ccc(Cn2c(C)ccc2C)cc1	-9	0	20	4	-14	-3.5	88	10	-1.8
Cc1ccc(C(=O)NC(=S)N2CCN(c3ccc([N+](=O)[O-])cc3)CC2)cc1	-2	-1	23	1	-2	-4.1	101	7	-4.3
CC(C)SCc1cc(N2CCCC2)nc(-c2ccccc2)n1	-2	-1	-6	0	-9	-2.6	101	0	-3.5
CC1(C)Cc2nc(N)c(C(=O)NCCO)cc2CO1	0	-14	4	6	-5	-3.5	101	25	-2.4
Cn1c(N2CCCC2)nc2c1c(=O)n(Cc1ccc(F)cc1)c(=O)n2C	1	-3	-8	5	-10	-1.7	106	9	-1.2
O=C(CCSc1nc(-c2ccc3c(c2)OCO3)cc(C(F)(F)F)n1)NCc1ccccc1	2	-2	-12	-11	-7	0.1	99	20	-1.7
CCc1ccc(OCC(=O)OC2CCS(=O)(=O)C2)cc1 (centres undefined)	1	-1	25*	1	-2	-4.3	97	6	-4.5
Cc1cc(C)n(-c2ccc(-n3ccnc3)nn2)n1	·	-9	12	3	-7	-3.4	·	8	0.3
Cc1cccc(NC(=O)Nc2c(C)[nH]c(=O)[nH]c2=O)c1C	3	-6	-1	-5	-3	-1.5	98	8	-3.1
Clc1ccc(Nc2nc3cccnc3s2)cc1	-9	-3	-3	-17	2	-1.2	80	0	1.1
CCCCCCCC(=O)OCC(O)CO (centres undefined)	2	-7	12	8	-7	-0.1	76	3	2.2

Compounds as they come, and some 4.7% of all compounds hit somewhere here.
